Compound activity as filed in PubChem BioAssay.
PglD DTNB = PglD (C. jejuni) enzyme inhibition | 360,000 tested, 0.098% active | AID 602405 | purified PglD enzyme, DTNB colorimetric CoA detection | inhibition, % at 12.5 µM; in the data active = inhibition above about 16%, passing the limit was not always enough; also: strong numbers were not always called active
C2C12 statin = suppression of simvastatin myotoxicity; C2C12 myotubes + simvastatin, ATP luminescence, 48 h; scaled: DMSO 0, geranylgeraniol control 100; rescue of ATP level, % at 7.49 µM; 330,000 tested, 0.78% active;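 active = mean ATP rescue above about 67%, or every replicate alone reaching that limit, limit read from the data, passing the limit was not always enough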;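 also: myotubes were challenged with 10 µM simvastatin during compound exposure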
* hit, by the source's call. Not all compounds are listed; the hit share may differ from the screen's.

The opening five records, to show the layout:
Molecule | PglD DTNB | C2C12 statin
CCOC(=O)/C(C#N)=C1/C=CN(c2ccc(C)cc2)C=N1 | -6 | 5
O=C(Cc1ncc(C(F)(F)F)cc1Cl)Nc1cccc(Br)c1 | -5 | -20
COCCCN(C(=O)Nc1cccc(Cl)c1)C(C)c1ccccn1 (stereo unspecified) | -6 | 1
O=C(CCc1ccccc1)Nc1ccc(N2CCOCC2)cc1 | 2 | -4
CCn1cc(/C=N/NC(=O)c2ccc3c(c2)OCO3)c(C)n1 | -5 | 12

The listing (from the top)
Molecule | PglD DTNB | C2C12 statin
CCOC(=O)/C(C#N)=C1/C=CN(c2ccc(C)cc2)C=N1 | -6 | 5
O=C(Cc1ncc(C(F)(F)F)cc1Cl)Nc1cccc(Br)c1 | -5 | -20
COCCCN(C(=O)Nc1cccc(Cl)c1)C(C)c1ccccn1 (stereo unspecified) | -6 | 1
O=C(CCc1ccccc1)Nc1ccc(N2CCOCC2)cc1 | 2 | -4
CCn1cc(/C=N/NC(=O)c2ccc3c(c2)OCO3)c(C)n1 | -5 | 12
Cc1cccc(OCc2nnc(SCC(=O)Nc3cc(C)on3)n2C)c1 | 0 | 3
CC(=O)Cc1nsc(NC(=O)c2ccc(COc3ccccc3)o2)n1 | 6 | 9
Cc1nc2nc(COc3ccccc3)nn2c(C)c1Cl | 10 | 73*
Cc1n[nH]c(=O)nc1NC(C)c1ccccc1 (stereo unspecified) | 6 | -6
CC(=O)Nc1cccc(C(=O)N2CCN(Cc3ccccc3)CC2)c1 | -2 | -8
O=C(Nc1ccccc1-c1ccccc1)c1cnccn1 | 2 | -4
c1ccc(CCc2nc(-c3ccncc3)no2)cc1 | 0 | 1
Cc1cccc(Nc2nc(N)nc(CSc3nccn3C)n2)c1 | 2 | 16
Cc1nc(SCC(=O)O)c2oc3ccccc3c2n1 | -3 | 2
CC1NC(=O)N(C)C2NC(=O)N(C)C(c3ccccc3)C12 (stereo unspecified) | 5 | 2

(continued)
Molecule | PglD DTNB | C2C12 statin
COc1cc(/C=c2\sc3n(c2=O)CCCN=3)ccc1O | -8 | -9
COc1ccc2c(c1)C=C(C(=O)NCc1ccc(Cl)cc1)CO2 | 1 | 42
COc1nc(NC(C)(C)C)nc(Oc2ccc(=O)n(-c3ccccc3)n2)n1 | -3 | -19
CC1(C(=O)O)CCC(C(=O)Nc2ccccc2)C1(C)C (stereo unspecified) | 3 | 4
C=CCn1c(CCNC(=O)c2cccs2)nnc1SCC(=O)Nc1cccc(C(C)=O)c1 | -1 | -4
Cc1ccc(CNC(=O)c2nnn(-c3cccc(C)c3)c2N)cc1 | 0 | 2
O=c1c2[nH]c3ccc(Cl)cc3c2ncn1Cc1ccccn1 | -4 | -19
O=C(Nc1cccc(Oc2ccc3c(c2)C(=O)NC3=O)c1)c1ccco1 | -2 | -1
O=C(O)c1cc(-c2ccccn2)n[nH]1 | 3 | -3
Cc1ccc2nc(SCC(=O)NCc3cccs3)c(C#N)cc2c1 | 6 | 2
N#Cc1cc2c(nc1SCC(=O)Nc1sc3c(c1C#N)CCC3)CCC2 | 3 | 4
Cn1c(=O)n(Cc2ccc(F)cc2)c(=O)c2c1nc1n2CCCN1C1CCCCC1 | 1 | -21
CC(=O)Nc1ccc(NC(=O)COC(=O)Cc2c[nH]c3ccccc23)cc1 | -1 | 2
Cc1cc(Cl)ccc1Oc1ncnc2oc(-c3ccccc3)cc12 | 6 | -13
CCCc1nc2oc(C(=O)c3ccccc3)c(N)c2c2c1COC(C)(C)C2 | 1 | -22

The list continues:
Molecule | PglD DTNB | C2C12 statin
CN=C1CC(SC)=C1c1ccc(C)cc1 | -1 | 34
CCOC(=O)C1CCN(C(=O)CN(C)S(=O)(=O)c2cc(C)ccc2OC)CC1 | 0 | -49
Cc1cccc(Nc2ncc3c(n2)CC(c2ccco2)CC3=O)c1 (stereo unspecified) | 0 | 9
Cc1nc2ccccn2c1/C(O)=C1\C(=O)C(=O)N(CCN(C)C)C1c1cccnc1 (stereo unspecified) | -1 | 2
CC(C)SCCCOc1ccc(C(C)(C)C)cc1 | -2 | 1
O=C(OCc1nc2ccccc2s1)C1CCN(S(=O)(=O)c2cccs2)CC1 | 4 | -27
Cn1cc(/C=N/n2cnc3scc(-c4ccc(Cl)cc4)c3c2=O)c2ccccc21 | 1 | -104
N#Cc1ccc(C(=O)NCC(c2ccco2)N2CCCCC2)cc1 (stereo unspecified) | 0 | 124*
COc1ccc(NC(=O)CN(C)C(=O)c2ccc(C)s2)cc1 | -5 | 1
Cc1cc(C(=O)COc2cccc3cccnc23)c(C)n1C | 1 | 0
COCCn1c(Sc2ccc(C)cc2)nc2c1c(=O)[nH]c(=O)n2C | -4 | -5
COc1ccc(/C(C)=N\n2cnnc2)cc1 | 1 | -21
Cn1nnnc1SCC(=O)Nc1cc(C(=O)O)cc(C(=O)O)c1 | -2 | 61
Cc1cc(S(=O)(=O)N2CCCC2)ccc1OCC(=O)NCc1ccco1 | 1 | 1
O=C(Nc1ccc2c(c1)OC1(CCCC1)O2)C1CC1 | 3 | -27

Reformatted with two lines to a compound: part of the list above
Order of results: PglD DTNB	C2C12 statin
COc1ccc2c(c1)C=C(C(=O)NCc1ccc(Cl)cc1)CO2
→ 1	42
COc1nc(NC(C)(C)C)nc(Oc2ccc(=O)n(-c3ccccc3)n2)n1
→ -3	-19
CC1(C(=O)O)CCC(C(=O)Nc2ccccc2)C1(C)C (stereo unspecified)
→ 3	4
C=CCn1c(CCNC(=O)c2cccs2)nnc1SCC(=O)Nc1cccc(C(C)=O)c1
→ -1	-4
Cc1ccc(CNC(=O)c2nnn(-c3cccc(C)c3)c2N)cc1
→ 0	2
O=c1c2[nH]c3ccc(Cl)cc3c2ncn1Cc1ccccn1
→ -4	-19
O=C(Nc1cccc(Oc2ccc3c(c2)C(=O)NC3=O)c1)c1ccco1
→ -2	-1
O=C(O)c1cc(-c2ccccn2)n[nH]1
→ 3	-3
Cc1ccc2nc(SCC(=O)NCc3cccs3)c(C#N)cc2c1
→ 6	2
N#Cc1cc2c(nc1SCC(=O)Nc1sc3c(c1C#N)CCC3)CCC2
→ 3	4
Cn1c(=O)n(Cc2ccc(F)cc2)c(=O)c2c1nc1n2CCCN1C1CCCCC1
→ 1	-21
CC(=O)Nc1ccc(NC(=O)COC(=O)Cc2c[nH]c3ccccc23)cc1
→ -1	2
Cc1cc(Cl)ccc1Oc1ncnc2oc(-c3ccccc3)cc12
→ 6	-13
CCCc1nc2oc(C(=O)c3ccccc3)c(N)c2c2c1COC(C)(C)C2
→ 1	-22
CN=C1CC(SC)=C1c1ccc(C)cc1
→ -1	34
CCOC(=O)C1CCN(C(=O)CN(C)S(=O)(=O)c2cc(C)ccc2OC)CC1
→ 0	-49
Cc1cccc(Nc2ncc3c(n2)CC(c2ccco2)CC3=O)c1 (stereo unspecified)
→ 0	9
Cc1nc2ccccn2c1/C(O)=C1\C(=O)C(=O)N(CCN(C)C)C1c1cccnc1 (stereo unspecified)
→ -1	2
CC(C)SCCCOc1ccc(C(C)(C)C)cc1
→ -2	1
O=C(OCc1nc2ccccc2s1)C1CCN(S(=O)(=O)c2cccs2)CC1
→ 4	-27
Cn1cc(/C=N/n2cnc3scc(-c4ccc(Cl)cc4)c3c2=O)c2ccccc21
→ 1	-104
N#Cc1ccc(C(=O)NCC(c2ccco2)N2CCCCC2)cc1 (stereo unspecified)
→ 0	124*
COc1ccc(NC(=O)CN(C)C(=O)c2ccc(C)s2)cc1
→ -5	1
Cc1cc(C(=O)COc2cccc3cccnc23)c(C)n1C
→ 1	0
COCCn1c(Sc2ccc(C)cc2)nc2c1c(=O)[nH]c(=O)n2C
→ -4	-5
COc1ccc(/C(C)=N\n2cnnc2)cc1
→ 1	-21
Cn1nnnc1SCC(=O)Nc1cc(C(=O)O)cc(C(=O)O)c1
→ -2	61

(continued)
Molecule | PglD DTNB | C2C12 statin
CC(=O)CC1OC(=O)C(Br)=C1NCc1ccccc1 (stereo unspecified) | 0 | 20
O=C1C(Cl)=C(N2CCN(Cc3ccccc3)CC2)C(=O)N1c1ccccc1 | -5 | -9
O=C(CSCC(=O)Nc1ccc2ccccc2c1)NCc1ccccc1 | 4 | 8
CCNc1nc(NC(C)C)nc(OCC)n1 | -7 | 8
O=C(NCCCNc1ccc(C(F)(F)F)cc1[N+](=O)[O-])c1cc(F)c(F)cc1Cl | -2 | -47
CCS(=O)(=O)N1CCN(C2Cc3ccccc3C2)CC1 | 1 | -27
CCNC(=O)CC1C(=O)N(c2cccc(OC)c2)C(=O)N1CCOC (stereo unspecified) | 1 | 0
O=C(O)c1cccc2c1C(=O)c1ccc(-c3ccc(F)cc3OCc3ccccc3)cc1S2(=O)=O | 3 | -5
CCN(CC)S(=O)(=O)c1ccc(C(=O)OCn2nnc3ccccc3c2=O)cc1 | -6 | -11
COc1ccc(C2(C(=O)NCC3CCCO3)CCOCC2)cc1 (stereo unspecified) | -2 | 7
O=c1cc(C(F)(F)F)[nH]c2c(C(F)(F)F)cccc12 | 1 | -38
CNc1oc(-c2ccccc2Cl)nc1C#N | -8 | -1
CNC(=O)/C=C1\NC(C)(C)Cc2ccccc21 | -3 | 12
CCOC(=O)C1CCCN(C(=O)COc2ccccc2O)C1 (stereo unspecified) | 0 | 6
O=C(CC(C(=O)O)C1CCCO1)NCc1ccccc1 (stereo unspecified) | -3 | -9

(cont.)
Molecule | PglD DTNB | C2C12 statin
CC1CCCN(C(=O)c2ccc3c(=O)n(Cc4ccc5c(c4)OCO5)c(=S)[nH]c3c2)C1 (stereo unspecified) | 1 | -4
CCCCn1nnnc1NCc1ccc(OC)c(OC)c1OC | -6 | 3
O=C(CN1CCCCCC1)N1c2ccccc2Sc2ccc(C(F)(F)F)cc21 | -1 | 0
C#CCOCCOCCOCCNc1nc(N2CCN(C(=O)CCCCCCCCCCNC(=O)[C@H]([C@@H](C)CC)n3cc(CCCCCN)nn3)CC2)nc(N2CCN(C(=O)CCCCCCCCCCNC(=O)[C@@H]([C@H](C)O)n3cc(C)nn3)CC2)n1 | 1 | -81
O=C(CSc1nnnn1-c1ccccc1)N1CCN(C(=O)c2ccco2)CC1 | -7 | -5
COc1ccc(NC(=O)Cn2ncc(Cl)c(Cl)c2=O)cc1S(=O)(=O)N1CCOCC1 | 1 | 20
Cc1cc2n(n1)SC(Nc1ccc(F)c(Cl)c1)N2 (stereo unspecified) | 6 | -7
Fc1cccc(CSc2ccc(-c3ccco3)nn2)c1 | 3 | 12
CCOC(=O)CN1C2=NCCN2c2ccccc21 | -3 | 18
Cc1ccc(S(=O)(=O)N2CCN(c3nc4ccccc4nc3-n3nc(C)cc3C)CC2)cc1 | -3 | 64
CCc1ccc(N2CC(C(=O)NCc3ccc4c(c3)OCO4)CC2=O)cc1 (stereo unspecified) | -5 | 1
O=C(Nn1c(O)c(C=C2N=c3ccccc3=N2)sc1=S)c1cccc(Cl)c1 | -6 | 12
Cc1ccc(-c2cc(C(=O)NCc3ccccn3)c3ccccc3n2)cc1 | 0 | 20
COC(=O)c1[nH]c2c(c1C)C(=O)CC(c1ccccc1)C2 (stereo unspecified) | -1 | -88
N#C/C(=C\c1ccc(Sc2nc3ccccc3[nH]2)o1)c1ccccc1 | 2 | -3

Additional entries follow:
Molecule | PglD DTNB | C2C12 statin
Cc1nc2nc[nH]n2c(=O)c1NC(=O)CCc1ccccc1 | 6 | 3
CCOC(=O)C1=C(N)Oc2cc(C)n(C)c(=O)c2C1c1ccncc1 (stereo unspecified) | 2 | -14
CCOc1ccc(Nc2nc(Cc3nnc(SCC(=O)O)o3)cs2)cc1 | -3 | -1
COCCNC(=O)CCSc1nc(-c2ccc(OC)cc2)cc(C(F)(F)F)n1 | 7 | 87*
CCOC(=O)c1cnc2ccc(OC)cc2c1Nc1ccc2c(c1)OCCO2 | 5 | -7
COC1(c2cc(-c3ccccc3)nc(N)n2)CCCCC1 | 1 | -8
N#Cc1c(N)nc2c(c1N)CC(=O)N2c1ccccc1-c1ccccc1 | 0 | 21
O=C(Cc1ccc(Br)cc1)N1CCCCCC1 | -3 | -5
O=C(CN1C(=O)NC2(CCc3ccccc32)C1=O)Nc1ccc(N2CCOCC2)cc1 (stereo unspecified) | 5 | -6
O=C(O)C(c1ccccc1)C1(O)CCCC1 (stereo unspecified) | 1 | -15
CN(C(=O)c1cc2nc(-c3ccco3)cc(C(F)(F)F)n2n1)C1CCCCC1 | 7 | -48
Cn1c(SCc2ccc(C#N)cc2)nnc1-c1cccc(Cl)c1 | -2 | -7
O=C(Cn1c(SCC(=O)N2CCc3ccccc32)nc2ccccc21)NC1CCCC1 | -8 | 5
O=C(COC(=O)c1cccc(C(=O)OCC(=O)c2ccc(Br)cc2)n1)c1ccc(Br)cc1 | 3 | 2
COc1ccccc1NC(=O)CSc1ncnc2c1oc1ccccc12 | -3 | 5

Continuation:
Molecule | PglD DTNB | C2C12 statin
CN(C)C=Nc1ncc2c3ccccc3n(Cc3ccccc3)c2c1C#N | -6 | 26
Cc1nc2c(C(=O)NCc3ccc4c(c3)OCO4)c[nH]n2c(=O)c1Cl | 4 | 0
Cn1c(CSc2nc3ccccc3s2)nnc1SCC(=O)NCc1ccccn1 | 2 | 14
O=C(NCc1ccco1)c1cc2nc(-c3ccc4c(c3)OCO4)cc(C(F)(F)F)n2n1 | 0 | -5
CC(C)c1ccc(CNc2ccc(N3CCOCC3)cc2)cc1 | -1 | -13
COc1ccc(Nc2ncc3c(n2)CC(c2ccc(C)cc2)CC3=O)cc1 (stereo unspecified) | -1 | 5
CC(=O)c1cccc(NC(=O)Nc2cccs2)c1 | -6 | 2
CCn1nc([N+](=O)[O-])c(C(C#N)c2nc3cc(C(F)(F)F)ccc3s2)c(Cl)c1=O (stereo unspecified) | 2 | 51
CCC(C)(C)n1nnnc1C(c1cc(OC)c(OC)c(OC)c1)N1CCN(c2ccccc2)CC1 (stereo unspecified) | -6 | -1
c1ccc(SCCOCCn2cncn2)cc1 | 0 | 7
O=C1CC(c2ccc(F)c(Br)c2)C2=C(CCCC2=O)N1 (stereo unspecified) | -4 | 19
